SIAH1 antagonists: Siah-1 peptide-binding antagonists, primary screen, biochemical, fluorescence polarization, rhodamine-plectin, uHTS (AID 1817) | actives 0.02% (n = 290,000) | Siah-1 / rhodamine-plectin peptide fluorescence polarization; higher % means a stronger effect | one-dose displacement, % at 20 µM; IC50 in µM for titrated hits;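 active = displacement of at least 50% at 20 µM, with a fluorescence ratio check between 0.3 and a set limit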;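 note: plate controls were Siah plus tracer with DMSO for no effect and tracer alone without Siah for full effect; strong numbers were not always called active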
XIAP antagonists: small molecules displacing peptide from XIAP – biochemical, IAP family, fluorescence polarization (AID 1018); XIAP BIR domain, fluorescence polarization peptide displacement; higher % means a stronger effect; displacement, % at 20 µM, or IC50 in µM where a hit was titrated; actives 0.007% (n = 200,000); in the data active = displacement above about 50%; note: a part of the inactive calls stands beside numbers as strong as those of hits
Lipid droplet: hepatic lipid droplet formation modulation | AML12 mouse hepatocytes, oleate lipid droplets, BODIPY imaging | inhibition, % at 6.5 µM | actives 0.4% (n = 240,000);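 active = lipid droplet intensity inhibited by at least 50%, with more than 500 cells counted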
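Material – mouse AML12 hepatocyte cell line, fixed after treatment · Compound dosing – one dose, 6.5 µM compound · Times – compound with oleate, overnight · Measured by – Image-based BODIPY and DAPI two-channel analysis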
ER stress rescue: protection against thapsigargin-triggered cell killing – 384-well, CSM14.1, ATP luminescence, primary screen (AID 1222); CSM14.1 thapsigargin-induced death rescue, ATP luminescence; higher % means a stronger effect; 190,000 tested, under 10 active; cellular ATP content (survival), % at 20 µM; hits with a dose series show EC50 in µM;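 active = EC50 below 50 µM in the dose-response confirmation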;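 note: death triggered by thapsigargin at about 15 µM added after 2 h compound pretreatment; cell ATP read after overnight thapsigargin exposure of roughly 18 to 22 hours; normalized against plate controls of thapsigargin alone and 5% DMSO vehicle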
P. falciparum M17LAP: P. falciparum M17LAP inhibitors, primary screen, biochemical, fluorogenic H-Leu-NHMec substrate, 1536-well (AID 1619) | recombinant M17LAP, H-Leu-NHMec fluorogenic kinetic assay; higher % means a stronger effect | inhibition, % at 30 µM, or IC50 in µM where a hit was titrated | actives 0.38% (n = 220,000);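 active = compound inhibiting the enzyme by more than half at any dose during confirmatory dose-response retesting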;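 note: plate controls were full reaction with DMSO carrier for no effect and no enzyme background for full effect; strong numbers were not always called active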
M1AAP inhibition: P. falciparum M1AAP inhibitors, biochemical, fluorogenic H-Leu-NHMec substrate, 1536-well (AID 1445); recombinant M1AAP, H-Leu-NHMec fluorogenic kinetic assay; higher % means a stronger effect; inhibition, % at 30 µM, or IC50 in µM where a hit was titrated; actives 0.42% (n = 220,000);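 active = primary inhibition above the hit cutoff, then over 50% inhibition at one or more dose response concentrations, cut at about 23% in these data, passing the limit was not always enough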;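 note: plate controls were DMSO full reaction for no effect and no enzyme background for full effect; strong numbers were not always called active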
AID2073: inhibitors of Mint1-CaV2.2 protein interaction, biochemical, HTRF (AID 2073) | one-dose inhibition, % at 20 µM; IC50 in µM for titrated hits | actives 0.19% (n = 290,000) | HTRF protein-protein interaction, Mint1-CaV2.2; higher % means a stronger effect; in the data active = inhibition mostly above about 51%, no sharp cut-off; note: some results filed as inactive read as strong as hits
HEK293 NOD2/NF-kB: inhibition of NOD2-driven NF-kB reporter – cell-based, luminescence, uHTS, HEK293 (AID 1566); HEK293 NOD2/NF-kB luciferase reporter, luminescence; higher % means a stronger effect; inhibition, % at 4 µM, or EC50 in µM where a hit was titrated; actives 0.63% (n = 290,000); note: many of its hits are not listed in these tables
LYP phosphatase: PTPN22 lymphoid phosphatase activity blockers – biochemical, fluorescence intensity, uHTS (AID 1779) | recombinant LYP phosphatase, fluorescence intensity; higher % means a stronger effect | inhibition, % at 11.5 µM; hits with a dose series show IC50 in µM | actives 0.054% (n = 290,000);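 note: plate controls were vehicle with enzyme for no effect and no enzyme for full effect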
Lipid droplet cells 6.5 µM: also measured in Lipid droplet; calls as there; cell count; measured here: cell count, cytotoxicity flag;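 cells counted across two imaged fields per well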
* = called active by the depositor; . = no result given. Cut-off read from the data, not from the text of the source, unless noted: active = inhibition above about 50%; inactive = the rest. A portion of the library; count on the stated rates, not on these rows.

SMILES	SIAH1 antagonists	XIAP antagonists	Lipid droplet	Lipid droplet cells 6.5 µM	ER stress rescue	P. falciparum M17LAP	M1AAP inhibition	AID2073	HEK293 NOD2/NF-kB	LYP phosphatase
O=C(Nc1ccc(S(=O)(=O)Nc2cnc3ccccc3n2)cc1)c1ccccc1Br	3%	.	5	779	.	.	.	29%	21%	-8%
O=C(CN1C(=O)COc2ccc(Cl)cc21)Nc1ccccn1	12%	.	4	799	.	.	.	4%	12%	-11%
Cc1ccc2cc3cc(C(=O)N4CCN(C(=O)c5ccco5)CC4)sc3nc2c1	5%	-1.7%	-7	639	-3.0%	9%	12%	-5%	6%	7%
CCOc1ccccc1N1CC(O)=C(c2nc3ccccc3s2)C1=N	-1%	-2.0%	2	748	.	2%	-3%	16%	-8%	9%
CC(=O)c1nc(N2C(=O)CC(Cc3ccc(C)cc3)C2=O)sc1C (stereo unspecified)	4%	-0.3%	9	697	1.1%	13%	7%	4%	7%	5%
COc1ccc(OC)c(N(CC(=O)Nc2cccc(C(F)(F)F)c2)S(C)(=O)=O)c1	1%	-5.4%	-19	586	-0.5%	9%	0%	-1%	-9%	-6%
COc1cc(NC(=O)c2cc([N+](=O)[O-])ccc2Br)ccc1NC(=O)c1ccco1	8%	-5.6%	3	684	-1.8%	-2%	7%	6%	3%	1%
COc1cc(C2Nc3ccccc3C(=O)N2c2ccccc2)ccc1O (stereo unspecified)	0%	-7.7%	1	726	-4.4%	-8%	0%	4%	-28%	-3%
COc1ccc(-c2c(C#N)c(N)nc3c2c(=O)n(C)c(=O)n3C)cc1	2%	-1.4%	27	707	-0.7%	6%	8%	29%	8%	-1%
CCOc1c2ccc(C(=O)NCc3ccc4c(c3)OCO4)cc2nn1C	0%	-7.1%	-1	652	-0.7%	-29%	0%	13%	7%	-12%
CCOc1ccccc1OCC(=O)OCC(=O)Nc1ncc(Cl)cc1Cl	3%	-3.1%	.	.	-0.8%	9%	-4%	14%	7%	-6%
C/C(Cn1cnc([N+](=O)[O-])n1)=N\NC(=O)c1ccccc1	4%	-3.5%	0	743	-1.8%	8%	16%	13%	2%	-3%
O=C(Nc1cccc(Cl)c1)c1cc(N=Nc2ccc([N+](=O)[O-])cc2Cl)ccc1O	56%	.	-3	696	.	3%	11%	75%	-265%	-7%
COc1ccccc1Oc1c(C)oc2cc(OC(=O)c3ccco3)ccc2c1=O	0%	-15%	12	623	-2.6%	-37%	5%	6%	-5%	-1%
COc1cccc(N2CCN(c3c4c(nc5ncnn35)CCC4)CC2)c1	-3%	-1.6%	-3	646	.	1%	1%	4%	35%	6%
Cc1cc(Cl)nc(-n2nc(C)cc2C)n1	4%	.	16	738	.	0%	3%	7%	11%	-10%
COc1cc(CN(C(=O)c2ccco2)c2ccc(C)cc2)ccc1O	4%	-10%	-14	715	-1.7%	15%	4%	22%	8%	-4%
CC(C)(C)c1ccc(Cn2nc(CC(=O)O)c3ccccc3c2=O)cc1	-4%	-22%	-22	427	0.2%	30%	18%	-2%	28%	-7%
COc1ccccc1Oc1ccc2c(c1)C(=O)N(c1ccccc1)C2=O	-4%	-3.2%	-7	736	-0.6%	5%	2%	4%	24%	-3%
CCSc1ccc(NC(=O)c2cccnc2)cc1	0%	-3.4%	.	.	-1.2%	-1%	-4%	2%	-26%	-3%
CS(=O)(=O)C1=C(O)C(=O)N(c2ccccc2)C1c1ccccc1 (stereo unspecified)	5%	-5.6%	-2	586	.	14%	10%	6%	0%	0%
COc1ccccc1N1CCN(C2CCCN(C(=O)CCc3c(C)noc3C)C2)CC1 (stereo unspecified)	-5%	.	-24	733	.	.	.	9%	-5%	-5%
O=C(NCCC1=CCCCC1)C1CCN(S(=O)(=O)c2cccc3nsnc23)CC1	1%	-2.6%	-20	715	-0.9%	-4%	-3%	-5%	-1%	4%
O=C(CCC1CCCCC1)Nc1c2c(nn1-c1ccc(F)cc1)CS(=O)(=O)C2	-2%	-26%	.	.	1.8%	-8%	-3%	2%	-8%	-2%
O=C(N/N=C/c1ccc(OCC2COCCO2)cc1)c1ccc(Br)cc1 (stereo unspecified)	3%	-3.9%	-3	712	2.3%	-3%	8%	23%	8%	2%
COc1cccc(-n2nc(C(=O)N3CC(C)CC(C)C3)c3ccccc3c2=O)c1 (stereo unspecified)	2%	-5.6%	-19	695	3.7%	-6%	4%	7%	9%	-6%
O=C(/C=C/c1ccco1)N(Cc1ccc(Cl)cc1)C1CCS(=O)(=O)C1 (stereo unspecified)	-1%	.	2	763	.	0%	5%	3%	9%	-7%
O=C(c1ccccc1)N1CCC(CC2CC(c3cccc(Br)c3)=NO2)(C(=O)NCC2CCCCC2)CC1 (stereo unspecified)	1%	.	1	791	.	.	.	1%	-11%	-2%
NNC(=O)c1ccc(-c2ccccc2F)cc1	-2%	.	18	704	.	12%	8%	-6%	-30%	-8%
CCNc1cc(=O)n(C)c(=O)n1C	7%	1.4%	.	.	0.7%	-14%	11%	1%	6%	-6%
O=C(Cc1ccc(-n2c(=O)c3ccccc3n(Cc3cccc([N+](=O)[O-])c3)c2=O)cc1)NCC1CCCO1 (stereo unspecified)	1%	-0.3%	-28	635	1.4%	-16%	1%	6%	-3%	-5%
CCOC(=O)CSc1nnc(CNC(=O)c2cccs2)n1-c1cc(C)ccc1C	2%	-4.5%	.	.	-2.3%	13%	-2%	-1%	-23%	0%
CC(=O)N1CCc2cc(S(=O)(=O)NCCN3CCC(C)CC3)ccc21	1%	-1.5%	0	786	-1.1%	-7%	3%	-3%	12%	-5%
O=C(NCc1cccnc1)c1cccc(-c2cc3ccccc3oc2=O)c1	1%	-5.3%	-53	688	1.3%	1%	4%	6%	12%	-6%
Nc1nnc(SCc2coc(-c3ccc(Cl)cc3)n2)s1	4%	-5.1%	16	777	0.4%	-5%	15%	23%	-52%	4%
Nc1ccc(C(=O)O)cc1S(=O)(=O)O	1%	.	-2	703	.	-9%	4%	2%	-3%	1%
c1ccc2c(c1)NCCS2	0%	-12%	0	699	-2.3%	26%	2%	-18%	-2%	-7%
COc1ccccc1NC(=O)CCn1c(=S)oc2ccccc21	1%	.	-1	815	.	.	.	3%	-2%	-1%
O=C(ON=C1CCN(S(=O)(=O)c2ccccc2)CC1)c1ccccc1	2%	-5.5%	.	.	0.2%	2%	-6%	3%	-6%	1%
CC(C)CN(C(=O)COC(=O)c1cncc(Br)c1)c1c(N)n(Cc2ccccc2)c(=O)[nH]c1=O	-4%	.	-6	841	.	.	.	3%	18%	-11%
CCOC(=O)Cc1csc(NC(=S)NC(=O)c2cc(OC)c(OC)c(OC)c2)n1	-2%	.	7	686	.	5%	13%	-3%	16%	3%
COCCn1c(-c2cc(OC)c(OC)c(OC)c2)nc2nc3ccccc3nc21	1%	-4.1%	0	719	-1.3%	.	.	6%	6%	0%
CC1(C)C2CC=C(/C=N/n3cnnc3)C1C2 (stereo unspecified)	-1%	-5.8%	.	.	-0.3%	-43%	0%	-3%	14%	-6%
CCC(C)(C)n1c(=O)[nH]c2c(c1=O)CCC2	-2%	-13%	.	.	-0.5%	7%	-3%	-7%	0%	-6%
CC1CN(C(=O)c2ccc(CNS(=O)(=O)c3cccc(Cl)c3)cc2)CC(C)O1 (stereo unspecified)	-1%	.	4	829	.	.	.	5%	0%	-7%
COc1ccc(-n2ncc3c2CC(C)(C)CC3NC(=O)c2ccnn2C)cc1 (stereo unspecified)	3%	.	3	725	.	.	.	3%	12%	-11%
O=c1c2ccccc2ncn1Cc1nc2ccccc2s1	10%	-5.7%	-18	686	-1.9%	-4%	4%	-9%	-2%	-2%
Cc1cccn2c(=O)c(/C=C(\C#N)S(=O)(=O)c3ccccc3)c(N3CCCCC3)nc12	-2%	.	16	726	.	-7%	14%	23%	-4%	10%
CCOc1ccc(CCNC(=O)COC(=O)/C=C/c2ccc(OCC#N)c(OC)c2)cc1OCC	19%	-1.5%	63*	715*	-1.8%	-4%	4%	14%	0%	-1%
O=C(NCCCO)C(=O)NCC1OCCCN1S(=O)(=O)c1cccs1 (stereo unspecified)	3%	.	-1	580	.	.	.	5%	5%	-12%
O=C(CCC(=O)OCc1ccc([N+](=O)[O-])cc1Cl)Nc1ccccc1	-1%	.	4	659	.	.	.	-6%	2%	-8%
O=C(Nc1ccnc(-c2cccnc2)n1)c1cccc(Cl)c1Cl	1%	-2.6%	.	.	-2.8%	2%	-1%	4%	12%	-6%
COc1ccccc1NC(=S)N(Cc1ccccn1)Cc1ccccc1Cl	-12%	-4.6%	-42	782	0.1%	6%	6%	-14%	4%	-3%
COc1ccc(C2(C)NC(=O)N(CC(=O)NC3(C#N)CCCCC3)C2=O)cc1 (stereo unspecified)	6%	.	-4	665	.	.	.	4%	-14%	-6%
CN(C)c1cccc(C(=O)OCC(=O)N(Cc2ccccc2)C2CCS(=O)(=O)C2)c1 (stereo unspecified)	-2%	-3.5%	-4	700	-0.8%	-22%	1%	4%	11%	-1%
CC(C)N1CCc2c(sc(NC(=O)c3ccc(S(=O)(=O)N4CCOCC4)cc3)c2C(N)=O)C1	16%	-1.2%	-8	720	1.6%	-3%	11%	7%	14%	1%
Cc1cc(C(=O)NCCCn2ccnc2)sc1-c1ccccc1	5%	-15%	4	753	-3.0%	8%	-5%	-15%	-8%	0%
COCCCNCCCOc1ccc(Cl)cc1C(C)(C)C	-7%	-7.9%	-6	650	-1.3%	10%	3%	-8%	-6%	-7%
Cc1cc2c(C)nc(-c3ccccc3)nc2o1	1%	-3.1%	-3	736	-1.7%	7%	9%	5%	-48%	-3%

A second format for 4 compounds above:
| SMILES | SIAH1 antagonists | XIAP antagonists | Lipid droplet | Lipid droplet cells 6.5 µM | ER stress rescue | P. falciparum M17LAP | M1AAP inhibition | AID2073 | HEK293 NOD2/NF-kB | LYP phosphatase |
| --- | --- | --- | --- | --- | --- | --- | --- | --- | --- | --- |
| CN(C)c1cccc(C(=O)OCC(=O)N(Cc2ccccc2)C2CCS(=O)(=O)C2)c1 (stereo unspecified) | -2% | -3.5% | -4 | 700 | -0.8% | -22% | 1% | 4% | 11% | -1% |
| CC(C)N1CCc2c(sc(NC(=O)c3ccc(S(=O)(=O)N4CCOCC4)cc3)c2C(N)=O)C1 | 16% | -1.2% | -8 | 720 | 1.6% | -3% | 11% | 7% | 14% | 1% |
| Cc1cc(C(=O)NCCCn2ccnc2)sc1-c1ccccc1 | 5% | -15% | 4 | 753 | -3.0% | 8% | -5% | -15% | -8% | 0% |
| COCCCNCCCOc1ccc(Cl)cc1C(C)(C)C | -7% | -7.9% | -6 | 650 | -1.3% | 10% | 3% | -8% | -6% | -7% |

Assay outcomes: PubChem, several laboratories
